RAM network inh = yeast RAM network inhibition; 190,000 tested, 1.8% active; inhibition, % at 50 µM; AID 868; S. cerevisiae dse1pr::URA3 reporter, 5-FOA growth OD615, 2 d; analog-sensitive cbk1-as2 kinase mutant strain;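 active = inhibition above a set limit, 3 SD over mean compound inhibition, cut at about 8.4% in these data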;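 also: 0% = DMSO-only wells with no growth and 100% = 10 µM 1-NA-PP1 full growth; inhibition rescues growth on 5-FOA so higher OD means more RAM inhibition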
bIAP inhibitor = intestinal alkaline phosphatase (bovine) inhibition; 190,000 tested, under 10 active; purified bovine IAP, CDP-star luminescence, 30 min; AID 1019; inhibition, % at 20 µM;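 active = over 50% inhibition of intestinal alkaline phosphatase at 20 µM in the single-dose screen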
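Assay system – bovine IAP enzyme · Quantity – bovine IAP at 1/65,000,000 final dilution · Detection – CDP-star luminescence signal · Times – 30 min reaction at room temperature · Also added – CDP-star substrate at 30 µM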
L major viab = inhibitors of Leishmania major promastigote growth; inhibition, % at 10 µM; 200,000 tested, 9% active; Leishmania major promastigotes, resazurin fluorescence viability; in the data active = inhibition above about 50%;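 also: promastigotes grown with compound for 44 hours at 28 °C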
HMGR II inh = E. faecalis class II HMG-CoA reductase inhibition; purified E. faecalis HMGR, NADPH absorbance 340 nm kinetic; 190,000 tested, 0.41% active; inhibition, % at 10 µM;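 active = inhibition above a set limit, the median over all tested compounds plus 3 SD, cut at about 9.5% in these data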;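 also: enzyme runs in reverse so mevalonate oxidation gives rising NADPH absorbance; 0% = complete reaction with DMSO and 100% = background rate lacking mevalonate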
SRC2 TRFRET art = TR-FRET artefact, counter-screen to PPARgamma/SRC-2 agonist assay; AID 1049; TR-FRET ratio at 8 µM; 200,000 tested, 0.4% active; stronger effect = higher value; in the data active = TR-FRET ratio above about 2000; also: inactives centre near 1500; reference of the scale not given here
PPARg SRC2 recr = promotes SRC-2 coactivator recruitment by human PPARgamma | P37231 | PPARgamma LBD-SRC-2 recruitment, biochemical | activation, % at 8 µM | 200,000 tested, 0.34% active; in the data active = activation above about 22%;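 also: 0% = vehicle and 100% = reference agonist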
Target sequence (P37231 whole entry, looked up, the tested form may be a part): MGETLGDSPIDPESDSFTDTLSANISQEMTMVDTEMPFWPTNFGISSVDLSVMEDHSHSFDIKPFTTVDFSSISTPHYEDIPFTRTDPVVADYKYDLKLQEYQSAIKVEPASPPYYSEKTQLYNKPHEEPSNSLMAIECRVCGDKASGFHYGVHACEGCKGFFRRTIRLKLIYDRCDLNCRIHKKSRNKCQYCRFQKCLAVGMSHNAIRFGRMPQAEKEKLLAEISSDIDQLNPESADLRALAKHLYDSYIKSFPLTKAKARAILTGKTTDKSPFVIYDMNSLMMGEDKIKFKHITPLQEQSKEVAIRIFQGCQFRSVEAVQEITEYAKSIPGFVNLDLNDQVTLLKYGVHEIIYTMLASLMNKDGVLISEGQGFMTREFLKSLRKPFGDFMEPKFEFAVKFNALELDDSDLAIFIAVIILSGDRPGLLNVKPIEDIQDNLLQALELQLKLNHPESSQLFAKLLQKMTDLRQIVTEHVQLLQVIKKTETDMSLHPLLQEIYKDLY
ROMK primary = human ROMK K+ channel modulation, primary screen. P48048. Tet-inducible ROMK, thallium flux fluorescence; actives lie on both sides. B-score at 10 µM. 130,000 tested, 2% active. AID 1918;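 active = signal ratio slope over the read window, or its plate-corrected B-score, at least 3 SD from the plate mean, either direction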;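 also: B-score of the F/F0 ratio slope over 7 to 12 s after thallium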
DTT redox prof = compounds producing H2O2 with reducing agent – biochemical, NIH compound library profiling, artefact control for MLSCN library redox annotation, primary screen. DTT-dependent redox cycling H2O2, phenol red/HRP absorbance; 100% = 100 µM peroxide control, 0% = buffer. activation, % at 10 µM. 200,000 tested, 0.03% active. AID 878;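 active = activation of at least 50% relative to the plate's high and low controls in the primary single-dose screen; inactive = activation below 50%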;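 also: compound incubated with DTT at 0.8 mM final as the reducing agent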
S1P3 antagonist = antagonists of human S1P3 receptor. Q99500. CHO S1P3 NFAT-BLA reporter, FRET fluorescence, antagonist mode. inhibition, % at 4.98 µM. 170,000 tested, 0.27% active;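 active = inhibition above the plate cutoff, the mean inhibition of test wells on that plate plus 3 SD, cut at about 28% in these data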;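 also: cells challenged with S1P at its EC80 of 0.8 µM; blue over green emission ratio from cleaved BLA substrate after 4 h stimulation; 0% = S1P-stimulated wells and 100% = unstimulated DMSO-only wells; some compounds past the cut are filed as inactive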
Target sequence (Q99500 whole entry, looked up): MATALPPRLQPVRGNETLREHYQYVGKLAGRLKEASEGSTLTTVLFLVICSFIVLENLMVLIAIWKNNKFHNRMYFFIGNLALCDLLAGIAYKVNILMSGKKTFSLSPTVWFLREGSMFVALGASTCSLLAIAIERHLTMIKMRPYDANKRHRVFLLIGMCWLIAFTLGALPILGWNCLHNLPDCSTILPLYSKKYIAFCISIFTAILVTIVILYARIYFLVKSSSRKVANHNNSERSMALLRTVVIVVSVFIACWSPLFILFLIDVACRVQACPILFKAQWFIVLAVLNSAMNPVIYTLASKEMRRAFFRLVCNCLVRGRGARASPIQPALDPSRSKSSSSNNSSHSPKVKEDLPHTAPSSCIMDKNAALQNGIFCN
PPARg SRC-3 ag = agonists of human PPARgamma SRC-3 coactivator recruitment. AID 731. 200,000 tested, 0.26% active. biochemical PPARgamma/SRC-3 coactivator recruitment assay. activation, % at 8 µM. P37231; in the data active = activation above about 23%;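 also: 0% = DMSO and 100% = reference agonist; some compounds past the cut are filed as inactive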
PPARg SRC-1 ag = PPARgamma-driven SRC-1 recruitment agonism | 200,000 tested, 0.41% active | P37231 | PPARgamma-SRC-1 coactivator recruitment biochemical assay | activation, % at 8 µM; in the data active = activation above about 19%;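 also: 0% = DMSO and 100% = reference agonist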
Numbers without * were called inactive; · = not tested or not shown.

SMILES | RAM network inh | bIAP inhibitor | L major viab | HMGR II inh | SRC2 TRFRET art | PPARg SRC2 recr | ROMK primary | DTT redox prof | S1P3 antagonist | PPARg SRC-3 ag | PPARg SRC-1 ag
COc1ccccc1N1CCN(S(=O)(=O)c2ccc(-n3cnnn3)c(C)c2)CC1 | 0.4 | -4 | -6 | -6 | 1583 | 21 | -0.23 | -0.8 | 0 | 2 | 1
Cc1ccccc1NC(=O)Cn1c(O)c(N=NC(=O)c2ccccc2O)c2ccccc21 | 2.9 | 11 | -1 | -9 | 1689 | -3 | · | -0.2 | -10 | -1 | -2
O=C(O)C1=C[C@@H](C2CCCCC2)C[C@@H](OCCCCO)O1 | -0.2 | -18 | -2 | -3 | 1527 | -7 | · | 8.0 | 5 | -1 | -4
CC(C)(C)NC(=O)COC(=O)c1ccc(Cl)nc1 | 0.2 | 11 | -6 | -3 | 1656 | 12 | -0.1 | -0.8 | 2 | 4 | 5
Cc1ccc(C(C)C)c(OCC(O)CN2CCN(CCO)CC2)c1 (centres undefined) | -0.2 | -5 | 1 | -7 | 1280 | -3 | · | 1.4 | · | 5 | -1
Cc1onc(-c2ccccc2)c1C(=O)N(Cc1ccco1)Cc1cccs1 | 1.4 | 15 | 25 | -4 | 1687 | -6 | 1.3 | 0.0 | 16 | -2 | 2
Cc1ccc2cc(CN(CC(C)C)C(=O)C3CCCO3)c(=O)[nH]c2c1 (centres undefined) | -0.6 | 9 | -2 | -2 | 1805 | 6 | 0.43 | 0.6 | 8 | 5 | 9
Cn1nc(-c2ccc(Cl)cc2)c2cc(C(=O)NCCCN3CCOCC3)sc21 | 0.9 | -3 | 46 | -4 | 1683 | 10 | · | -1.5 | -22 | 10 | 4
CN(C)S(=O)(=O)c1ccc(C(=O)OCC(=O)c2ccc(OC(F)F)cc2OC(F)F)cc1 | 11* | 14 | 7 | -2 | 1400 | 7 | · | 1.5 | -23 | -2 | -3
COCCn1c(C)cc(C(=O)COC(=O)/C=C/c2cccc(OC)c2)c1C | 8.2 | 3 | 1 | -2 | 1393 | -5 | · | 0.1 | -14 | 2 | -3
CCOC(=O)N1CCC(=NNC(N)=O)CC1 | 0.4 | -21 | -11 | -6 | 1578 | 3 | 1.1 | -0.1 | -3 | 6 | 4
[O-][N+]12CC[N+]([O-])(CC1)c1ccccc12 | -1.1 | 5 | -3 | 0 | 1717 | 6 | 0.31 | 1.0 | -9 | 1 | 1
CNC(=O)NC(=O)CSc1ccc(NC(C)=O)cc1 | -0.2 | 8 | -6 | -1 | 1576 | 7 | · | 1.4 | -17 | 3 | 0
Cc1cc(Cl)ccc1N(CC(=O)N=Nc1c(O)[nH]c2ccccc12)S(C)(=O)=O | 3.0 | 0 | 4 | 0 | 1632 | 0 | -0.038 | 0.3 | · | 1 | 4
Cc1nn(CC(=O)Nc2ccccc2)c(=O)c2ccccc12 | 0.3 | 7 | -3 | 1 | 1467 | 1 | 0.0065 | 0.8 | -26 | -1 | -1

Another view of two compounds above.
Every second line gives: RAM network inh | bIAP inhibitor | L major viab | HMGR II inh | SRC2 TRFRET art | PPARg SRC2 recr | ROMK primary | DTT redox prof | S1P3 antagonist | PPARg SRC-3 ag | PPARg SRC-1 ag
CCOC(=O)N1CCC(=NNC(N)=O)CC1
→ 0.4 | -21 | -11 | -6 | 1578 | 3 | 1.1 | -0.1 | -3 | 6 | 4
[O-][N+]12CC[N+]([O-])(CC1)c1ccccc12
→ -1.1 | 5 | -3 | 0 | 1717 | 6 | 0.31 | 1.0 | -9 | 1 | 1

Next results.
SMILES | RAM network inh | bIAP inhibitor | L major viab | HMGR II inh | SRC2 TRFRET art | PPARg SRC2 recr | ROMK primary | DTT redox prof | S1P3 antagonist | PPARg SRC-3 ag | PPARg SRC-1 ag
COc1cccc(CNc2ccc3c(c2)CCC3)c1 | -0.3 | 26 | 6 | -5 | 1410 | 0 | 0.14 | -0.5 | · | 1 | 0
O=C(O)CCc1nn2c3ccccc3n(Cc3ccccc3)c2nc1=O | 3.8 | 4 | -2 | -5 | 1521 | 0 | 0.8 | -0.7 | 13 | -1 | 4
c1nnc(NC2=NCCCCC2)s1 | 0.8 | 7 | -8 | 0 | 1600 | 9 | -0.48 | -0.6 | -17 | 5 | 5
O=C(CSc1nnc(C2CC2)n1-c1ccccc1)Nc1ccc(N2CCOCC2)cc1 | 0.1 | -6 | -2 | -4 | 1608 | 4 | · | -0.3 | · | 4 | 6
Nc1ccc(O)cc1C(=O)OCC(=O)C12CC3CC(CC(C3)C1)C2 | 0.1 | 7 | 13 | 2 | 1453 | 2 | -1.3 | -0.1 | 15 | -4 | -3
COC(=O)c1ccc(/C=N/NC(=O)CC(=O)NCC(C)C)cc1 | 0.6 | 13 | -2 | 5 | 1822 | -1 | · | 0.8 | · | 12 | 2
COc1ccc2oc(-c3ccco3)cc(=O)c2c1 | 2.5 | -3 | 5 | -4 | 1807 | 9 | -0.078 | -0.7 | -13 | 7 | 7
Cc1cc(C)c2cc3c(ccn3C3OC[C@H](O)[C@H](O)[C@H]3O)cc2n1 (some centres undefined) | -0.2 | -2 | 3 | -3 | 1493 | 0 | · | 0.4 | 8 | -13 | -2
CC(=O)NS(=O)(=O)c1cccnc1Nc1cccc(Cl)c1C | 0.4 | -3 | -10 | -5 | 1484 | 0 | 0.019 | -0.3 | 6 | -1 | 5
CCN1CCCC1CNC(=O)c1ccccc1Cl (centres undefined) | 0.0 | 0 | 4 | -9 | 1390 | -3 | · | 0.9 | · | -8 | -1
CCOc1ccc(C2C(C#N)=C(N)Oc3cc(C)n(Cc4ccco4)c(=O)c32)cc1OC (centres undefined) | 1.3 | 10 | -12 | -2 | 1664 | 3 | · | 1.1 | -30 | 5 | 3
O=C(/C=C/c1cccc([N+](=O)[O-])c1)n1cnc2ccccc21 | 5.6 | 2 | -1 | -3 | 1400 | -2 | -0.78 | 0.0 | -11 | 3 | -3
COc1ccc(/C=N/Nc2nc(NCc3ccco3)nc(Nc3ccc(OC)cc3)n2)cc1 | 2.8 | 7 | 77* | 1 | 1575 | -1 | 0.3 | 0.6 | 3 | -3 | 7
COc1cc(C2NC(=O)NC(C)=C2C(=O)OC(C)(C)C)ccc1OCC(N)=O (centres undefined) | 1.3 | 16 | 2 | -5 | 1411 | -4 | 1.5 | 5.0 | -8 | 2 | 1
O=S(=O)(Cc1ccccc1)N1CCCc2ccccc21 | 0.1 | 2 | 17 | -1 | 1444 | 3 | · | -0.6 | -16 | -5 | -1
COc1ccccc1N=Nc1[nH]c2ccc(C)cc2c1O | 5.1 | 7 | -8 | 6 | 1571 | 1 | 0.53 | -0.1 | -2 | 3 | 2
COc1ccc(C(=O)NNC(=O)c2cnccn2)cc1[N+](=O)[O-] | 0.0 | -30 | -1 | 1 | 1484 | 16 | 1 | 0.2 | · | 0 | 2
CCC(=O)Nc1nc(N)n(-c2ccccc2)n1 | 0.4 | 9 | -8 | -4 | 1577 | 0 | 1.2 | -0.1 | · | -1 | 0
CC(=O)Oc1ccc(-c2ccc(C(=O)O)cc2)cc1 | 4.0 | 14 | -1 | 0 | 1429 | 2 | · | 2.9 | -6 | 11 | 0
COc1ccc(Cl)cc1NC(=O)C(OC)c1ccccc1 (centres undefined) | 0.6 | -5 | 6 | -1 | 1679 | 7 | -0.99 | -1.9 | -5 | 7 | 8
O=C(NCCN1CCOCC1)c1ccc([N+](=O)[O-])cc1[N+](=O)[O-] | 0.1 | 6 | 71* | -8 | 1425 | -2 | 0.018 | -4.3 | · | -4 | -10
Cc1ccc(Cl)cc1N1CCN(C(=O)c2cc3c(=O)n(C)c4ccccc4c3n2C)CC1 | 0.7 | 1 | 37 | -10 | 1452 | 2 | · | -0.7 | -24 | 6 | 6
COc1cccc(Nc2cc(C)nc3ccccc23)c1 | 1.3 | 17 | 88* | 2 | 1694 | -2 | · | 3.9 | 15 | -3 | 1
COCCCNCCOc1cc(C(C)C)ccc1C | 0.5 | 11 | 91* | -2 | 1523 | -4 | · | 2.6 | -40 | -2 | -6
CC1CCc2sc(C(=O)OCC(=O)NC(C)C)cc2C1 (centres undefined) | 2.1 | -11 | 3 | -1 | 1394 | -1 | 0.29 | 0.0 | -5 | -3 | 1
COC(=O)CCCCCNc1ccc(C(=O)OC)cc1N | 0.3 | 7 | 2 | -3 | 1578 | 6 | 0.17 | 2.6 | -12 | 1 | 3
O=C(Oc1ccc(N(C(=O)c2ccncc2)S(=O)(=O)c2cccs2)cc1)c1ccncc1 | 3.1 | 10 | -1 | 3 | 1442 | 2 | 0.039 | -0.5 | 2 | -4 | -5
CCOc1ccc(-c2cc(N3C(=O)Nc4ccccc4N3O)on2)cc1 | 1.6 | 31 | -3 | -3 | 1442 | -2 | 2.3 | 0.3 | · | -3 | -3
O=C(CN(c1ccccc1)S(=O)(=O)c1ccc(F)cc1)NC1CCS(=O)(=O)C1 (centres undefined) | 2.4 | -5 | -6 | -4 | 1534 | -7 | 0 | 0.2 | -8 | -1 | 2
O=C(CSc1nnc(NC(=O)C2CC2)s1)NCc1cccs1 | 3.8 | -4 | -1 | -1 | 1453 | -1 | 0.7 | -0.4 | -1 | 0 | -3
Cc1ccc(-n2nnnc2SCn2nnc3ccccc3c2=O)c(C)c1 | 3.4 | 12 | 3 | -3 | 1438 | -3 | -1.5 | -0.5 | · | 1 | -3
CCCN1C(=O)/C(=C\C=C2/Sc3ccccc3N2CCO)SC1=S | 6.7 | 22 | -5 | -9 | 1419 | 1 | 0.16 | 1.4 | -13 | 0 | 3
Cc1nn(C)cc1CN(C)C(=O)c1cc2nc(-c3ccco3)cc(C(F)(F)F)n2n1 | 0.7 | -14 | -10 | -2 | 1671 | -1 | · | 0.2 | 8 | 12 | 6
Cc1ccc(F)cc1NC(=O)C1CCN(c2cnccn2)CC1 | -0.5 | -2 | 24 | -5 | 1555 | -7 | · | 0.5 | -7 | 2 | -1
COc1cc(/C=N\NC(=O)c2c(C)nc3cc(C)ccn23)ccc1O | 1.4 | -15 | 2 | 0 | 1790 | 0 | -0.13 | -0.7 | -21 | 1 | 7
COc1ccc(/C=N/OCC(=O)N2CC3(C)CC2CC(C)(C)C3)cc1OC (centres undefined) | -1.5 | -3 | 65* | 1 | 1472 | 8 | · | -0.6 | · | 7 | 4
CC1CCN(S(=O)(=O)c2ccc3c(c2)c(=O)c(C(=O)NCc2ccccc2Cl)cn3C)CC1 | 0.1 | 3 | -1 | -7 | 1540 | 16 | 0.65 | -0.3 | -25 | 0 | 2
NCC(c1ccccc1)(c1ccccc1)c1ccccc1 | 1.3 | 12 | 22 | 4 | 1721 | 0 | -1.3 | -0.1 | -9 | -2 | -2
NS(=O)(=O)c1ccc(NC(=O)CSc2ccccn2)cc1 | -0.4 | -11 | -3 | -1 | 1342 | -4 | -0.19 | 2.2 | -41 | -1 | -4
CC(=O)c1cnc(Nc2cccc(Cl)c2Cl)s1 | 4.3 | 3 | -2 | -8 | 1626 | 3 | 0.84 | -0.6 | 3 | 9 | 7

Part of the list above with just SRC2 TRFRET art.
mol	SRC2 TRFRET art
Cc1ccc(-n2nnnc2SCn2nnc3ccccc3c2=O)c(C)c1	1438
CC(=O)c1cnc(Nc2cccc(Cl)c2Cl)s1	1626
NS(=O)(=O)c1ccc(NC(=O)CSc2ccccn2)cc1	1342
